From PubChem BioAssay
KDM5B inhibitor = blocks human KDM5B histone demethylase activity. hit rate 2.6% among 220,000. KDM5B demethylase, FDH-coupled NADH fluorescence (FDH is formaldehyde dehydrogenase). Potency, µM (highest dose often 57.7 µM), inactives show at the top dose activity change, negative = inhibition, actives largely listed as inhibitors; active = well fitted inhibition curve with a large enough effect; inconclusive = small, poorly fitted or top-dose-only effect; inactive = no such curve, though single readings can be large or run the other way; also: 0% is about no effect; nearly all actives have a fitted effect of over 70% in size
Target sequence (Q9UGL1 whole entry, looked up): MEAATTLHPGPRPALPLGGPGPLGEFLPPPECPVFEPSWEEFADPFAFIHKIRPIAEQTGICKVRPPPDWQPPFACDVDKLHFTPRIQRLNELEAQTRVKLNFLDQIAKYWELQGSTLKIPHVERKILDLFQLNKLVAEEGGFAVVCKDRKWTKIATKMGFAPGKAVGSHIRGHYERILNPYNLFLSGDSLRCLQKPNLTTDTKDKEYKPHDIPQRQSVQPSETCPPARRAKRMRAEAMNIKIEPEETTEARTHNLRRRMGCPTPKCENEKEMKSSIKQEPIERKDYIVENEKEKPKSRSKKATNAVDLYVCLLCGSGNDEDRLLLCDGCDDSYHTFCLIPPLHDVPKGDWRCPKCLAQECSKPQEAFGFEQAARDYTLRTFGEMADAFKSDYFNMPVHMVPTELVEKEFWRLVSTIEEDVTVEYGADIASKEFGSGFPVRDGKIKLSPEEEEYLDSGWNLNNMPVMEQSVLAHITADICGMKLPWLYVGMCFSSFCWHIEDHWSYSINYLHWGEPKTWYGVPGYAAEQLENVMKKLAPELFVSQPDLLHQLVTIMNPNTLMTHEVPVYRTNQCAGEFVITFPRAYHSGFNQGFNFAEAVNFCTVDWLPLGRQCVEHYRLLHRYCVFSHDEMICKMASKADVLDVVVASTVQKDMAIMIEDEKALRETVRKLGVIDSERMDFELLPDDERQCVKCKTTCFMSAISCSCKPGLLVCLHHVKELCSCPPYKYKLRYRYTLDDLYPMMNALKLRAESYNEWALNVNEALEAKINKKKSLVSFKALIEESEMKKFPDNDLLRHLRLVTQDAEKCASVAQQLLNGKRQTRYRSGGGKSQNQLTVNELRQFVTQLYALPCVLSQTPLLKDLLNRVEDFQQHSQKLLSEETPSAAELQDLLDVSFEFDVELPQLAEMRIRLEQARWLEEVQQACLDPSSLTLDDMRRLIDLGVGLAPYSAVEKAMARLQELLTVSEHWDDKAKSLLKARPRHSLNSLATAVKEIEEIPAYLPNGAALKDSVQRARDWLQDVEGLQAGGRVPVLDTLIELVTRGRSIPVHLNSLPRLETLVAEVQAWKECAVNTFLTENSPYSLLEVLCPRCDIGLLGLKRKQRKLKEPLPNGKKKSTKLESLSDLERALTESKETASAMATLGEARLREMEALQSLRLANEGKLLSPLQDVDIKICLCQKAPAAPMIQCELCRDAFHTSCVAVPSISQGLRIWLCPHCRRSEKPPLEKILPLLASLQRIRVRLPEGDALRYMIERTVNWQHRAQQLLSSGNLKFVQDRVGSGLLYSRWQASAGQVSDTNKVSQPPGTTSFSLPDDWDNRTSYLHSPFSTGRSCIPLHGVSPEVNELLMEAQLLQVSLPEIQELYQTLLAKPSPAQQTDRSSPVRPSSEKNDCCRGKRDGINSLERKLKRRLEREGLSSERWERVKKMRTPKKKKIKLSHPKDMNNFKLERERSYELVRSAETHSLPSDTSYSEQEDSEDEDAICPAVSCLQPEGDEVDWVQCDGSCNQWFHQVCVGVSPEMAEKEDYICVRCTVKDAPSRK
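KDM5BΔAP (200 nM final) in 50 mM HEPES pH 7.5, 0.01% Tween-20 was preincubated 10 min at RT with compound over a concentration range. Substrate mix (H3K4me3 12.5 µM, α-KG 25 µM, Fe²⁺, ascorbate, NAD⁺, FDH) was added, and NADH fluorescence change over 30 min gave dose-response curves.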
* = called active by the depositor; i = inactive; u = inconclusive; [ ] = another dose, or the depositor's remark. Potency is read from the fitted curve at half-maximal effect. A portion of the library; count on the stated rates, not on these rows.

SMILES | KDM5B inhibitor
CCOC(=O)N1CCN(Cc2nccn2CCOC)CC1 | 17.7%
Cc1cccc2nc3ccccc3cc12 | u
CCc1ccc2c(c1)Sc1ccccc1CC2N1CCN(C)CC1 (stereo not drawn) | 3.5%
CC(C)(C)c1ccc(-c2nnc(SCC(=O)N3CCC3)n2C2CCCC2)cc1 | 13.7%
NC(=O)C1CCN(C(=O)c2ccc3c(c2)N(Cc2cccc(Cl)c2)C(=O)c2ccccc2S3=O)CC1 (stereo not drawn) | -7.8%
COc1cc(NC(C)=O)c2ncccc2c1NC(C)=O | 0.5%
Cc1ccc(C(=O)N[C@H]2CO[C@H]3[C@@H]2OC[C@@H]3n2cc(CN(C)Cc3ccccc3)nn2)cc1 | u
CCOC(=O)c1ccccc1NC(=O)COC(=O)CC1CCCCC1 | u
Cc1cc(C)c2nc(NC(=O)c3ccc(S(=O)(=O)N4CCC(C)CC4)cc3)sc2c1 | u
Cn1ccnc1CN1CCN(C(C(=O)O)c2cccc3c2OCC3)CC1 (stereo not drawn) | u
Cc1cn2nc(C(=O)NCc3ccccc3Cl)cc2c(N2CCCC2)n1 | i
CCOC(=O)c1nc2ccccc2nc1N1CCN(C(=O)c2ccc(C)cc2)CC1 | -0.7%
Cn1c(SCc2ccc(F)cc2)nc2c([nH]c3ccccc32)c1=O | -13.3%
CCC(C)Cc1c(C)sc2nc(CNc3ccc(F)cc3)[nH]c(=O)c12 (stereo not drawn) | 3.6%
CNc1snc(C)c1C(=O)NCCc1ccccc1OC | 17.6%
CCOC(=O)c1c(C)n(-c2ccccc2)c2ccc(OC(=O)COc3ccccc3)cc12 | 0.5%
COc1ccc2c(C)c(CCC(=O)N3CCN(C(C)=O)CC3)c(=O)oc2c1 | u
S=c1n(/N=C/c2ccc(Br)cc2)cnn1Cc1ccccc1Cl | -14.7%
CN1C(=O)C2(CCCN(C(=O)c3ccc(Cl)cc3)C2)Cc2ccccc21 (stereo not drawn) | 5.8%[115 µM]
Cc1nc2cc(NC(C)C(=O)Nc3ccccc3F)ccc2o1 (stereo not drawn) | u
C=CCS/C(N)=N\N=C\c1c(O)ccc2ccccc12 | -0.8%
CCOc1ccccc1NC(=O)Cn1c(N2CCOCC2)nc(C)cc1=O | -1.7%
CC(NC(=O)CC12CC3CC(CC(C3)C1)C2)C12CC3CC(CC(C3)C1)C2 (stereo not drawn) | 21.0%
COc1ccc(C(=O)NC(C)C2CC3CCC2C3)c(OC)c1 (stereo not drawn) | 11.9%
Cc1ccc(NC(=O)N2CCCC(Cn3c(C4CC4)nc4cccnc43)C2)cc1C (stereo not drawn) | 1.3%

The closing 4 records of the section above open the next one:
SMILES | KDM5B inhibitor
CCOc1ccccc1NC(=O)Cn1c(N2CCOCC2)nc(C)cc1=O | -1.7%
CC(NC(=O)CC12CC3CC(CC(C3)C1)C2)C12CC3CC(CC(C3)C1)C2 (stereo not drawn) | 21.0%
COc1ccc(C(=O)NC(C)C2CC3CCC2C3)c(OC)c1 (stereo not drawn) | 11.9%
Cc1ccc(NC(=O)N2CCCC(Cn3c(C4CC4)nc4cccnc43)C2)cc1C (stereo not drawn) | 1.3%
CC(C)N(Cc1ccccc1)C(=O)CCS(=O)(=O)c1cc2c(cc1Cl)NC(=O)CO2 | -2.8%
Cc1ccc(-c2cc(C(=O)Nc3c(C(=O)c4ccc(C)c(F)c4)oc4ccccc34)no2)cc1 | 0.0%
O=C(N[C@H]1C[C@H]2C(=O)Nc3ccc(-c4cccs4)cc3C(=O)N2C1)c1ccccc1 | 31.6µM*
O=C1N(CC2CCC2)CCCC1(O)CNCC1CCCCC1 (stereo not drawn) | 71.3%[activator]
Cc1cc(C2CCCCC2)ccc1O | -17.2%
CC(CN1CCN(C)CC1)OC(=O)c1cccc(Cl)c1 (stereo not drawn) | u
CC(C)CC(=O)NC1(C(F)(F)F)C(=O)Nc2c1c(=O)[nH]c(=O)n2-c1ccccc1 (stereo not drawn) | 0.1%
Cc1ccc(C)c(CN2C(=O)c3ccccc3S(=O)c3ccc(C(=O)NCCc4ccc(Cl)cc4)cc32)c1 (stereo not drawn) | -31.0%
COc1ccc(OC)c(C(=O)OCc2cccc(C#N)c2)c1 | 99.7%[activator]
Cc1ccc(CN2CCC3(CC2)CCN(C2CCOCC2)CC3CO)s1 (stereo not drawn) | -24.3%
COCCn1c(SCC(=O)O)nc2c1c(=O)[nH]c(=O)n2C | -3.7%
Cc1cccc(OCC(=O)Nc2ccccc2OCc2cc(=O)n3cc(C)ccc3n2)c1 | 4.1%
COc1ccc(CNCc2sccc2C)cc1 | -4.3%
CCCCNC(=O)c1ccc(-c2nc(CS(=O)(=O)c3ccc(C)cc3)c(C)o2)cc1 | u
CN(c1ccc(C(=O)NC2CCCC2)cc1)S(=O)(=O)c1ccc(Cl)cc1 | 13.6%
CCc1ccc2ncc3c(-c4ccc(F)cc4)nn(CC(=O)NCc4ccccc4)c3c2c1 | -14.9%
CC[C@H]1CN(C(=O)Nc2cccc(C(F)(F)F)c2)CC[C@H]1CC(=O)Nc1ccccc1 | -14.6%[86.2 µM]
COc1ccc(CC(=O)N2Cc3ccccc3CC23CCCN(C(=O)CCN)C3)cc1 (stereo not drawn) | u
COc1ccccc1Oc1ncccc1CNC(=O)c1ccc(C)nc1 | -9.3%
CC(OC(=O)C1=NN(C)C(=O)CC1)C(=O)c1c[nH]c2ccccc12 (stereo not drawn) | -14.2%
O=C(CC(=O)Nc1ccccc1C(=O)O)NNC(=O)Cc1ccccc1 | -4.4%
COC(CNC(=O)c1ccc2c(c1)nc(C)n2-c1cccc(C)c1)OC | 31.3%
CCc1ccc(-c2csc(Nc3ccc(S(=O)(=O)Nc4nc(C)cc(C)n4)cc3)n2)cc1 | -25.0%
CCOC(=O)c1cnc2ccc(C)cc2c1NCCc1ccc(OC)c(OC)c1 | -14.7%
COCCCNC(=O)N1CCCCCNC(=O)[C@@H]2CCCC[C@@H]21 | -23.1%

(further entries)
SMILES | KDM5B inhibitor
CCc1ocnc1C(=O)N1CCC(C(=O)O)(n2cc(C)cn2)CC1 | -6.7%
Cc1cc(C)c(S(=O)(=O)N2CCCC2c2cc(C(C)C)no2)cc1C (stereo not drawn) | 8.8%
O=[S+]([O-])(Nc1cccnc1)c1ccc2c(c1)OCCN(Cc1ccc(F)cc1)C2 | 4.5%[86.2 µM]
CCN(CC)C(=S)SCc1csc(-c2ccc(C)cc2)n1 | 10.3%
Cn1cc(CN2CCN3CCCC3C2)c(-c2ccc(C3CCCCC3)cc2)n1 (stereo not drawn) | u
Nc1ccc(CN2CCCC3(Cc4ccccc4CNC3=O)C2)cc1 (stereo not drawn) | u
Cc1cccc2cc(-c3nc(-c4cccnc4)no3)c(=O)oc12 | 7.9%
Nc1ccc(S(=O)(=O)NC2(C(F)(F)F)NC(=O)N(c3cccc(Cl)c3)C2=O)cc1 (stereo not drawn) | 16.5%
Cc1cc(C(=O)Nc2ccc(Br)cc2)cs1 | -5.9%
CCOC(=O)c1c(C)sc(-c2c(-c3ccc(OC)c(F)c3)[nH]c3c2c(=O)[nH]c(=O)n3C)c1O | -5.7%
O=C(N1CCC(NS(=O)(=O)c2ccccc2)CC1)N1CC2CC(C1)[C@H]1CCCC(=O)N1C2 (stereo partly drawn) | 13.8%
Cc1ccc(Br)c(C(=O)NCc2ccnc3[nH]ccc23)c1 | -6.1%
O=C(COc1ccccc1)Nc1ccc([C@@H](O)[C@H]2COCC(=O)N2CC2CC2)cc1 | 13.7%[86.2 µM]
CCC1CCCCN1C(=O)CN1C(=O)N(c2c(C)cccc2C)S(=O)(=O)c2ccccc21 (stereo not drawn) | 8.3%
CCC(C)C(=O)N1CCCC2CCCCC21 (stereo not drawn) | -0.7%
COc1ccccc1C(=O)NCC1(N2CCN(C)CC2)CCCCC1 | 5.8%
CCc1ccccc1S(=O)(=O)Cc1ccc(C(=O)NCCc2ccc(Cl)cc2)o1 | -20.9%
CN(CC1Cc2ccccc2O1)C(=O)c1coc(COc2ccc3c(c2)OCO3)n1 (stereo not drawn) | u
O=C(c1ccc(Cl)nc1)N1CCc2nc(C3CC3)nc(-c3ccc(Cl)cc3)c2C1 | 12.0%
COc1ccc(CCNC(=O)C2CCN(c3cn[nH]c(=O)c3)C2)cc1OC (stereo not drawn) | 16.6%
CC1CCc2nc(NC(=O)COc3ccc(C(C)(C)C)cc3)sc2C1 (stereo not drawn) | -2.4%[11.5 µM]
C#CCN(C)CC[C@@H]1CC[C@H](O)[C@@H](C(=O)NCc2ccc(OC)cc2)O1 | -5.0%[86.2 µM]
CCNC(=O)Cc1ccc(N(Cc2ccc(F)cc2)C(=O)c2ccco2)cc1 | 9.3%
Cc1ccc(CNS(=O)(=O)c2ccc(N3CCCCS3(=O)=O)cc2)cc1 | 12.1%
COC(=O)[C@H](Cc1ccc(OC)cc1)NC(=O)[C@H]1CN(C(=O)c2cccnc2)CCN1C(C)=O | 13.6%

A different layout for some results above:
O=C(c1ccc(Cl)nc1)N1CCc2nc(C3CC3)nc(-c3ccc(Cl)cc3)c2C1
- KDM5B inhibitor: 12.0%

COc1ccc(CCNC(=O)C2CCN(c3cn[nH]c(=O)c3)C2)cc1OC (stereo not drawn)
- KDM5B inhibitor: 16.6%

CC1CCc2nc(NC(=O)COc3ccc(C(C)(C)C)cc3)sc2C1 (stereo not drawn)
- KDM5B inhibitor: -2.4%[11.5 µM]

Molecules shown so far containing an aryl thioether with sulfur outside any ring:
SMILES | KDM5B inhibitor
CC(C)(C)c1ccc(-c2nnc(SCC(=O)N3CCC3)n2C2CCCC2)cc1 | 13.7%
Cn1c(SCc2ccc(F)cc2)nc2c([nH]c3ccccc32)c1=O | -13.3%
COCCn1c(SCC(=O)O)nc2c1c(=O)[nH]c(=O)n2C | -3.7%

(next part)
SMILES | KDM5B inhibitor
O=C(CCS(=O)(=O)Cc1ccccc1)Nc1cc(F)cc(F)c1 | 21.5%
O=S(=O)(Nc1nc2ccccc2nc1Nc1cccc(F)c1)c1ccccc1 | 8.2%
CN(C)c1cccc(C(=O)N2CCC3(CCCN(CC4CC4)C3)C2)c1 (stereo not drawn) | 21.3%
CC(Oc1ccc(Cl)cc1)C(=O)Nc1ccc(N2CCN(C)CC2)nc1 (stereo not drawn) | -5.9%
CC(C)CC(=O)Nc1cccc(-c2cn3cccnc3n2)c1 | u
CC(C)CNC(=O)C1COC2(CCN(C(=O)c3ccccc3Cl)CC2)N1C(=O)c1ccccc1 (stereo not drawn) | -12.9%
O=C(CC1SCCNC1=O)Nc1cc(Cl)cc(Cl)c1 (stereo not drawn) | 7.9%
O=C1NCCCCCN(Cc2cccnc2)[C@@H]2CN(C(=O)C3CCCCC3)CC[C@@H]12 | u
COC(=O)Nc1ccc(S(=O)(=O)Nc2cc(C(F)(F)F)c[nH]c2=O)cc1 | u
Cc1ccc(-c2csc3ncn(CC(=O)NC4CCCc5ccccc54)c(=O)c23)cc1 (stereo not drawn) | 13.5%
O=C(CC1CC2CCC1C2)Nc1ccc(F)cc1 (stereo not drawn) | 20.2%
O=C1CCCN1c1ccc(-c2csc(-c3cccs3)n2)cc1 | -1.1%
CC(C)NC(=O)c1nc2sccn2c1Br | 0.1%[86.2 µM]
COc1ccc(COc2ccc(C#N)cc2)c(Br)c1OC | -2.5%
CCn1c(Br)nc2c1c(=O)[nH]c(=O)n2C | 17.0%
O=C(Nc1ncn(Cc2cccc(C(F)(F)F)c2)n1)c1ccn(COc2ccc(Cl)cc2)n1 | -1.0%
COc1cccc(N2C(=O)NC(=NC3CCCCC3)C23CCN(Cc2ccccc2)C3)c1 (stereo not drawn) | 16.6%[115 µM]
N#Cc1cccc(CN2CCN(c3oc(C4CC4)nc3C#N)CC2)c1 | 11.9%
COc1ccc(Nc2cnc3ccc(-c4cccc(CO)c4)nn23)cc1OC | -26.5%[86.2 µM]
O=C(CCc1nc(-c2ccc(F)cc2)no1)N1CCc2sccc2C1c1cccs1 (stereo not drawn) | 3.7%
CN1CCCN(C(=O)c2cc(F)cc(F)c2)c2ccccc21 | 3.9%
COc1cccc(C(=O)N2CCC3(CC2)N=C(c2ccccc2)NO3)c1 | u
O[C@H]1CC[C@@H](Cc2cc(CN3CCN(c4ccccc4)CC3)on2)O[C@@H]1CNCc1ccccc1 | 61.9%[activator]
CC(NC(=O)c1ccc(F)cc1)C12CC3CC(CC(C3)C1)C2 (stereo not drawn) | 14.3%
O=C(O)c1ccccc1C(=O)N1C[C@@H]2C[C@H]1C(=O)N(Cc1ccccc1)c1ccccc1O2 | -11.6%

No new results follow: an excerpt of the list.
SMILES | KDM5B inhibitor
O=C(CCS(=O)(=O)Cc1ccccc1)Nc1cc(F)cc(F)c1 | 21.5%
O=S(=O)(Nc1nc2ccccc2nc1Nc1cccc(F)c1)c1ccccc1 | 8.2%

Next part
SMILES | KDM5B inhibitor
COc1ccc(Cl)cc1NC(=O)c1nn(C)c2c1CS(=O)(=O)c1ccccc1-2 | -3.7%
Cc1cccc(Nc2nnc(Cc3ccccc3)c(=O)[nH]2)c1 | 20.8%
N#Cc1c(-c2ccccc2)cc(-c2ccccc2)nc1SCC(O)CS(=O)(=O)Cc1ccccc1 (stereo not drawn) | u
O=C(C1CCCC1)N1CCc2nc(C3CC3)nc(-c3ccc(Cl)cc3)c2C1 | -14.0%
COc1ccc(-c2cc(N3CCC(NC(=O)c4ccc(F)cc4F)C3)n[nH]2)cc1 (stereo not drawn) | u
Cc1c2cnn(-c3ccccc3)c(=O)c2c(C)n1CC(=O)NCc1ccc(Cl)cc1 | -6.6%
CC(C)CC(=O)N1CCCC(c2noc(COc3ccccc3)n2)C1 (stereo not drawn) | 28.4%
O=c1[nH]c(C2CCCN(Cc3cccc(-c4ccc(F)cc4F)c3)C2)nc2ccc(F)cc12 (stereo not drawn) | u
